Bioassay records (PubChem)
TAG inh – inhibitors of triacylglycerol accumulation. H9c2 cells, Nile Red lipid (TAG) fluorescence; cells loaded with 200 µM oleic acid. inhibition, % at 12.5 µM. hit rate 0.66% among 230,000. AID 651582;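 active means pattern-corrected inhibition of lipid staining of at least 50% with the nuclear-stain viability signal not falling by more than 50%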;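 further: 0% = DMSO wells and 100% = triacsin C control wells; some results filed as inactive read as strong as hits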
TAG inh DAPI viability – recorded beside TAG inh, whose call it bears; DAPI nuclei signal change (viability), lower = more cytotoxic, %;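 whole-well DAPI fluorescence read on a plate reader as a viability signal; minus 50 percent equals half of cells still viable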
Active calls of the source: *. An excerpt; count on the stated rates, not on these rows.

Results follow in this order: TAG inh | TAG inh DAPI viability
COc1cccc(-c2cc(-c3cccnc3)c(C#N)c(N)n2)c1
    -10 | 45
COCCNC(=O)C1(C)CCN(C(=O)c2cc(C)nn2C(C)(C)C)C1 (configuration not stated)
    0 | 10
O=C(CN1CCN(Cc2ccccc2Cl)CC1)N/N=C/c1ccco1
    7 | -3
O=S(=O)(c1ccccc1)N1CCN(Cc2cc3c(cc2Br)OCCO3)CC1
    -32 | 53
Cc1ccc(N(Cc2ccccc2)C(=O)CSC(C)C(=O)Nc2cc(C)on2)cc1 (configuration not stated)
    2 | -4
CCOc1ccc(-c2c(C(=O)N/N=C/c3ccc(O)cc3)nnn2-c2nonc2N)cc1
    -10 | 12
COC(=O)[C@@H]1C[C@@H]2CC[C@@H](O)C[C@@H]2N1Cc1ccc(Cl)cc1
    9 | -1
CC12CCC(=O)CC1CCC1C2CCC2(C)C1CCC2(O)C(=O)CO (configuration not stated)
    -15 | -16
CCCCN(CCCC)c1cn[nH]c(=O)c1Cl
    -5 | -1
Cc1ccc(NC(=O)/C(=C\c2ccc([N+](=O)[O-])cc2)NC(=O)c2ccccc2)cc1
    -32 | -3
O=C(N/N=C\c1ccc(Cl)cc1Cl)c1sccc1-n1cccc1
    -11 | 3
O=c1ccn([C@@H]2O[C@H](CO)[C@@H](O)[C@H]2O)c(=O)[nH]1
    16 | -7
CCCn1nnnc1SCC(=O)Nc1cccc(NC(=O)c2ccco2)c1
    17 | -6
COc1cccc(NC(=O)C(=O)NCC2CCCN2S(=O)(=O)c2cccs2)c1 (configuration not stated)
    -1 | -7
Cn1c(SCC(=O)N/N=C/c2ccccn2)nnc1-c1ccccc1
    0 | 2
O=[N+]([O-])c1ccc(Cl)c2c1C1C=CCC1C(c1ccccn1)N2 (configuration not stated)
    7 | -2
CC(C)(C)OC(=O)NCCCCCNC(=O)c1[nH]cnc1C(=O)Nc1cccc(Cl)c1
    -26 | 3
CCC(C)(C(=O)NC1CCCC1)N(C(=O)CNC(=O)c1ccccc1)c1c(C)n(C)n(-c2ccccc2)c1=O (configuration not stated)
    -4 | 4
Cc1cc(C(=O)O)ccc1NCc1cccnc1
    4 | 1
NC(N)=Nc1nc(-c2ccccc2)c2ccccc2n1
    17 | 2
O=C(Nc1ccc2ncccc2c1)c1cc(Cl)ccc1Cl
    15 | -1
COc1ccccc1C(=O)COC(=O)c1c(-c2ccccc2)noc1C
    3 | 6
O=C(Nc1ccc(S(=O)(=O)N2CCCCCC2)cc1)C1CCCO1 (configuration not stated)
    -19 | 2
O=C1C2C3C=CC(C2C(=O)N1c1nccs1)C1C(=O)N(c2nccs2)C(=O)C31 (configuration not stated)
    -6 | 3
N#Cc1cn(Cc2cccc(Cl)c2)c2ccccc12
    6 | -3
CN(C(=O)c1cncc(Br)c1)C1C2CC3CC(C2)CC1C3 (configuration not stated)
    -4 | 3
CCOC(=O)C1=C(C)N=C2SCCC(=O)N2C1c1cc(Br)ccc1OC (configuration not stated)
    8 | -4
O=C(Nc1ccccc1)Nc1ccc(S(=O)(=O)N2CCCCC2)cc1
    -95 | -12
C/C(CC(=O)Nc1ccc(N(C)C)cc1)=N\NC(=O)c1ccccn1
    16 | 0
N#CC1=C(c2ccc(-c3ccccc3)cc2)COC1=O
    -8 | 24
Cc1cc(C)c(NC(=O)COC(=O)C23CC4CC(CC(O)(C4)C2)C3)c(Cl)c1
    -14 | 0
COC(=O)CN(c1cccc(C)c1)S(=O)(=O)c1ccccc1
    -9 | 8
CN(C)CCCn1c(SCCN2C(=O)c3ccccc3C2=O)nc2ccccc2c1=O
    2 | 5
O=C(COC(=O)[C@@H]1CC(O)CN1S(=O)(=O)c1ccc2c(c1)OCCO2)Nc1cc(F)ccc1F (some centres not stated)
    1 | -1
CCOC(=O)c1c(-c2ccc(C)cc2)csc1NC(=O)c1cc2ccccc2oc1=O
    19 | -3
O=C(c1cccc(S(=O)(=O)N2CCCC2)c1)N1CCN(Cc2ccccc2)CC1
    5 | 5
COCCCNC(=O)CS(=O)Cc1nc(-c2ccccc2C)oc1C (configuration not stated)
    10 | 5
Cc1ccnc(NC(=O)C2COc3ccccc3O2)c1 (configuration not stated)
    -6 | 12
C=CCOc1ccc(C2NC(=O)c3ccccc3O2)cc1OC (configuration not stated)
    1 | 4
CN(C)CCCN(C(=O)c1ccc2ccccc2c1)c1nc2cc3c(cc2s1)OCO3
    9 | 14
Cc1nn(-c2ccccc2)c(C)c1NC(=O)COC(=O)c1cc(Br)ccc1O
    4 | -2
Cn1c(CNc2ccccc2O)nc2ccccc21
    -4 | -7
CC(=O)c1c(C)[nH]c(C(=O)OCC(=O)c2c[nH]c3ccccc23)c1C
    -10 | -3
CC(C)COc1ccc(C(=O)OCCN2CCOCC2)cc1
    -1 | 4
O=[N+]([O-])c1ccccc1Oc1ncccc1[N+](=O)[O-]
    -8 | -3
CN(C(=O)COC(=O)/C=C/c1cccs1)C1CCCCC1
    5 | -1
CC(C)Cn1c(SCC(=O)N2CCCCC2)nc2ccccc2c1=O
    -4 | -9
COc1ccccc1N=C1SC(C(=O)Nc2ccc(F)cc2)CC(=O)N1C (configuration not stated)
    12 | 2
O=c1c(C(c2ccc(Cl)cc2)c2c(O)nc3n(c2=O)CCCS3)c(O)nc2n1CCCS2
    1 | 3
CC1CCN(C(=O)Nc2cccc(NC(=O)N3CCC(C)CC3)c2)CC1
    30 | -15

Looked up above:
CN(C(=O)COC(=O)/C=C/c1cccs1)C1CCCCC1 in TAG inh DAPI viability is entered as -1
CC(C)Cn1c(SCC(=O)N2CCCCC2)nc2ccccc2c1=O in TAG inh DAPI viability is entered as -9
Cn1c(CNc2ccccc2O)nc2ccccc21 in TAG inh DAPI viability is entered as -7

The results go on:
Results follow in this order: TAG inh | TAG inh DAPI viability
CN1CCN(C(=O)C2CCN(c3ncc(C(F)(F)F)cc3Cl)CC2)CC1
    3 | 1
NS(=O)(=O)c1ccc(NC(=O)CN2C(=O)c3ccccc3C2=O)cc1
    5 | -5
CC1=C(C(=O)N2CCOCC2)C(c2ccc(OC(F)F)cc2)NC(=S)N1c1ccccc1 (configuration not stated)
    -13 | 27
O=C(O)c1ccc(NCc2nc3ccccc3n2Cc2ccccc2F)cc1
    9 | 1
CCc1noc(C)c1C(=O)Nc1ccc(F)c(F)c1
    2 | 4
O=C1CCCc2ccccc2N1Cc1ccccc1Cl
    14 | -3
N#Cc1ccc2c(c1)nnn2-c1ccccc1
    -14 | 7
O=C(Nc1ccc(N2CCOCC2)cc1N1CCOCC1)c1ccc(F)cc1
    -8 | 1
O=C(N[C@H]1C/C=C\C(c2ccc(F)cc2)N(Cc2ccccc2)C(=O)C1)OCC1c2ccccc2-c2ccccc21 (some centres not stated)
    -9 | 6
Cc1cccnc1NC(=O)c1ccc2c(c1)OCCO2
    6 | -3
COc1cccc(NS(=O)(=O)Cc2ccccc2)c1
    -3 | -1
Cc1ccc(C)c(N(CC(=O)Nc2cc(Cl)ccc2Oc2ccccc2)S(C)(=O)=O)c1
    17 | 1
CCn1cc(C(=O)NCc2ccncc2)c(=O)c2cc(F)c(N3CCN(C(=O)c4ccco4)CC3)cc21
    -15 | 4
C=CCN1C(=O)CN=C1Nc1ccccc1
    -15 | -6
Cn1c(=O)c2c(-c3ccccc3)n(N3CCOCC3)cc2n(C)c1=O
    2 | 2
CC(=O)N1CCc2cc(N=NC3=C(O)CC(C)(C)CC3=O)ccc21
    8 | 12
COc1ccc(CCNC(=O)C2CCCN(S(=O)(=O)c3ccc(F)cc3)C2)cc1 (configuration not stated)
    -9 | 5
CCOc1ccc(C2C(C#N)=C(N)N(c3sc4c(c3C#N)CCCC4)C3=C2C(=O)CCC3)cc1 (configuration not stated)
    3 | -4
CN(CC(=O)Nc1ccc(Cl)cc1)C(=O)c1cccc(S(=O)(=O)NCc2ccccc2)c1
    -21 | 0
C/C(=N\NC(=O)C1COc2ccccc2O1)c1ccc(C)o1 (configuration not stated)
    20 | -4
Cc1cc(C)n2nc(SCC(=O)Nc3ccc(F)cc3)nc2n1
    0 | -4
CSC(C1CCCC1)n1nnc2ccccc21 (configuration not stated)
    14 | 3
O=C(Nc1nc2cc3c(cc2s1)OCCO3)c1ccc(N2C(=O)CCC2=O)cc1
    10 | 9
O=C(O)Cc1ccc(NC(=O)Nc2ccc3c(c2)OCO3)cc1
    -25 | 3
CC12CCCCC1NS(=O)(=O)OC2 (configuration not stated)
    6 | 10
Cc1ccc(-c2nnn(CC(=O)N(Cc3ccccc3F)C(C(=O)NC3CCCC3)c3ccncc3)n2)o1 (configuration not stated)
    -3 | -5
CCc1cc(C(=O)N2CCCC(C(=O)c3cccc(OC(C)C)c3)C2)n(C)n1 (configuration not stated)
    -16 | 4
O=C(c1ccc(-c2ccccc2)cc1)C1CCCN(C(=O)c2ccncc2)C1 (configuration not stated)
    6 | -23
Cn1c(=O)c(N=O)c(N)n(Cc2ccccc2)c1=S
    -10 | 3
CC(C)OP(=O)(c1ccc(N(C)C)cc1)C(O)c1c(Cl)cccc1Cl (configuration not stated)
    -19 | 4

The final 6 entries of the part above open the next one.
Results follow in this order: TAG inh | TAG inh DAPI viability
CC12CCCCC1NS(=O)(=O)OC2 (configuration not stated)
    6 | 10
Cc1ccc(-c2nnn(CC(=O)N(Cc3ccccc3F)C(C(=O)NC3CCCC3)c3ccncc3)n2)o1 (configuration not stated)
    -3 | -5
CCc1cc(C(=O)N2CCCC(C(=O)c3cccc(OC(C)C)c3)C2)n(C)n1 (configuration not stated)
    -16 | 4
O=C(c1ccc(-c2ccccc2)cc1)C1CCCN(C(=O)c2ccncc2)C1 (configuration not stated)
    6 | -23
Cn1c(=O)c(N=O)c(N)n(Cc2ccccc2)c1=S
    -10 | 3
CC(C)OP(=O)(c1ccc(N(C)C)cc1)C(O)c1c(Cl)cccc1Cl (configuration not stated)
    -19 | 4
Cc1ccc(N(CC(=O)N=Nc2c(O)[nH]c3ccccc23)S(C)(=O)=O)c(C)c1
    -8 | 5
c1ccc2c(c1)Cn1nc(Cc3nc4c(s3)CCCC4)nc1-2
    1 | 4
COc1ccc(NC(=O)CN(C)C(=O)c2cccc(NS(=O)(=O)c3ccc(Br)cc3)c2)cc1
    -13 | 9
COc1cc2c(cc1OC)CN(C(=O)Cc1ccc(OC)c(S(=O)(=O)N3CCOCC3)c1)CC2
    -5 | 3
O=C(Cc1ccc(Cl)cc1)Nc1ccccc1C(=O)N1CCCCC1
    -20 | 5
Cc1cc(C)cc(OCCNC(=O)C2CCN(S(=O)(=O)c3ccccc3)CC2)c1
    7 | 9
CCc1nc(N2CCN(C(=O)c3ccccc3)CC2)c(C#N)c2c1COC(C)(C)C2
    -8 | 10
O=C(NNCc1ccccc1)c1ccccn1
    4 | 1
Cn1c(=O)c2c(nc(SCCCC#N)n2Cc2ccccc2F)n(C)c1=O
    5 | -16
CCCCNC(=O)COC(=O)c1cc(C)oc1C
    6 | -12
Cc1cccc(-c2nc(CS(=O)CC(=O)NC3CCCC3)c(C)o2)c1 (configuration not stated)
    -30 | 11
CCC/C=C1/CCCOC(C(=O)NCc2ccccc2)(C(F)(F)F)C1 (configuration not stated)
    15 | -4
O=C(O)c1cccc(Cn2c(Cl)c(/C=N/NC(=O)c3cccc(O)c3)sc2=O)c1
    4 | -5
O=S(=O)(c1ccc(SCCOc2ccccc2)nc1)N1CCCC1
    -37 | -4
Cc1ccc(S(=O)(=O)NNC(=O)C2Cc3c(ccc4ccccc34)O2)cc1 (configuration not stated)
    -6 | -8
CC(C)C(c1nnnn1C1CCCCC1)N1CCN(c2ncccn2)CC1 (configuration not stated)
    15 | -7
COC(=O)c1ccc(NC(=O)CSc2nnc(-c3cccnc3)o2)cc1
    6 | 1
COc1cc(/C=C/C(=O)OCC(=O)N2c3ccccc3NC(=O)C2(C)C)cc(OC)c1OC
    9 | -7
O=c1cc(-c2ccccc2)nc(N2CCCCC2)[nH]1
    26 | -19
Cc1ccc(/C=C/C(=O)O)cc1S(=O)(=O)N1CCC(Cc2ccccc2)CC1
    12 | -3
CC1CCCN(C(=O)COC(=O)c2cc([N+](=O)[O-])ccc2N2CCOCC2)C1 (configuration not stated)
    6 | -3
Cc1onc(-c2c(F)cccc2Cl)c1C(=O)Nc1ccccc1N1CCOCC1
    1 | -9
COc1ccc(CNc2ncnc3c2[nH]c2ccccc23)cc1
    -22 | -6
O=C(Nc1cc(Cl)cc(Cl)c1)c1ccc(Cn2c(=O)[nH]c3ccsc3c2=O)cc1
    13 | -4
Clc1ccccc1-c1nnc2sc(-c3ccc(Br)o3)nn12
    1 | -3
CCOC(=O)C1(C)CCN1C(=O)/C=C/c1ccccc1 (configuration not stated)
    8 | 3
O=C(NCCc1ccccc1)c1ccc2c(c1)OCCO2
    2 | -9
Nc1nc(NCCOCCO)nc(NCC2CCCO2)c1[N+](=O)[O-] (configuration not stated)
    -2 | -4
Cc1ccc(C(=O)C(C)N2C(=O)NC(C)(c3ccccc3)C2=O)cc1 (configuration not stated)
    10 | -14
CCCc1nc2c(=O)n(C)c(=O)[nH]c2n1C
    -4 | -4
CC1=CC(C)(C)Nc2ccc(OC(=O)C(Cc3ccccc3)N3C(=O)C4CCCCC4C3=O)cc21 (configuration not stated)
    4 | 8
NS(=O)(=O)c1ccc(CCNC(=O)c2ccc(Cl)cc2[N+](=O)[O-])cc1
    7 | -4
O=C(C[C@H]1C/C=C\CCCCC(=O)OC[C@H]2CCCN2C1=O)N[C@H](CO)Cc1ccccc1
    -12 | -1
O=C(CCn1c(=O)[nH]c2ccccc2c1=O)Nc1ccccc1
    -3 | 7
